# Bioassay records (PubChem)
# PglD inh: inhibitors of Campylobacter jejuni PglD acetyltransferase; purified PglD enzyme, DTNB colorimetric CoA detection; inhibition, % at 12.5 µM; actives 0.098% (n = 360,000); AID 602405; in the data active = inhibition above about 16%, passing the limit was not always enough; also: strong numbers were not always called active
# miR-122 sensor: blocks miR-122 activity in Huh7 sensor cells | Huh7 miR-122 Renilla luciferase sensor, 48 h; neutral wells = 0, positive control = 100 | activation (reporter increase), % at 12.5 µM | actives 0.3% (n = 340,000);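 active = mean replicate activation score at least 90 and every replicate individually at or above 90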;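 also: higher luciferase means less miR-122 activity so hits act as miR-122 inhibitors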
# ERAP1 HTS inh: inhibitors of human ERAP1 aminopeptidase; recombinant ERAP1, Leu-AMC fluorescence, 60 min; inhibition, % at 10.7 µM; actives 0.15% (n = 340,000); Q9NZ08;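 active = mean replicate inhibition of at least 30%, or all replicates individually reaching that 30% level; inactive = mean below 30% and not every replicate reaching it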;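 also: 0% = neutral control wells and 100% = L-leucinethiol positive control wells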
# RAD52 anneal inh: blocks human RAD52 DNA annealing. P43351. recombinant RAD52 DNA annealing, FRET fluorescence. inhibition, % at 18.7 µM. actives 0.46% (n = 360,000);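 active = every replicate showing at least 50% inhibition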
# Target sequence (P43351 whole entry, looked up): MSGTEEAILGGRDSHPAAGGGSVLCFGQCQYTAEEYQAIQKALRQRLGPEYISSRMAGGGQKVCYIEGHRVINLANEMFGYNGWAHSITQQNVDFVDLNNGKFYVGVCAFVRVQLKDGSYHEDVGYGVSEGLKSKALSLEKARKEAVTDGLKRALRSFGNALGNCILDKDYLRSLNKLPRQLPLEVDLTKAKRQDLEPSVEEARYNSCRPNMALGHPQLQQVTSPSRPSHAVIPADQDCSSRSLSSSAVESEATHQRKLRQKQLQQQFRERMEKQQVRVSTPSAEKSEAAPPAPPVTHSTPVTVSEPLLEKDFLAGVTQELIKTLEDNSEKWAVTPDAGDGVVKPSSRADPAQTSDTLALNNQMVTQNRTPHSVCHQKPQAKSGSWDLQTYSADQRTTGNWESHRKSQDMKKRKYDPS
# RAD54 branch: blocks human RAD54 Holliday junction branch migration; Q92698; FAM/BHQ fluorescence; inhibition, % at 10.4 µM; actives 0.14% (n = 360,000); AID 602329;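 active = mean normalized replicate activity at least 40 and at least half of replicates scoring 40 or more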;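 also: 0% = median of neutral control wells and 100% = median of positive control wells; inhibitors cause a drop in the FAM fluorescence signal; in these data hits start at about 50%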
# PGC1a acetyl inh: PGC1a acetylation modulation, inhibitor mode | U2OS PGC1a acetylation, AlphaScreen anti-acetyl-lysine; with virally co-expressed GCN5 acetyltransferase | inhibition, % at 15.6 µM | actives 0.17% (n = 350,000) | AID 651687;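 active = every replicate shows inhibition of at least 40%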;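 also: 0% = neutral control wells and 100% = positive control wells; some results beyond the cut were filed as inactive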
# E-sel inducer: E-selectin induction on HUVECs | HUVEC E-selectin immunofluorescence imaging; normalized: neutral wells 0, TNF-alpha wells 100 | activation, % at 7.58 µM | actives 0.37% (n = 260,000) | AID 686992;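 active = mean E-selectin-positive cell signal at least 10% of the positive control, reached in at least 60% of replicates, without over 20% cell loss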;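 also: in these data hits start at about 27%; measured in HUVEC primary endothelial cells; signal is the percent of cells scored E-selectin positive by PE staining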
# Target sequence (P16581 whole entry, looked up): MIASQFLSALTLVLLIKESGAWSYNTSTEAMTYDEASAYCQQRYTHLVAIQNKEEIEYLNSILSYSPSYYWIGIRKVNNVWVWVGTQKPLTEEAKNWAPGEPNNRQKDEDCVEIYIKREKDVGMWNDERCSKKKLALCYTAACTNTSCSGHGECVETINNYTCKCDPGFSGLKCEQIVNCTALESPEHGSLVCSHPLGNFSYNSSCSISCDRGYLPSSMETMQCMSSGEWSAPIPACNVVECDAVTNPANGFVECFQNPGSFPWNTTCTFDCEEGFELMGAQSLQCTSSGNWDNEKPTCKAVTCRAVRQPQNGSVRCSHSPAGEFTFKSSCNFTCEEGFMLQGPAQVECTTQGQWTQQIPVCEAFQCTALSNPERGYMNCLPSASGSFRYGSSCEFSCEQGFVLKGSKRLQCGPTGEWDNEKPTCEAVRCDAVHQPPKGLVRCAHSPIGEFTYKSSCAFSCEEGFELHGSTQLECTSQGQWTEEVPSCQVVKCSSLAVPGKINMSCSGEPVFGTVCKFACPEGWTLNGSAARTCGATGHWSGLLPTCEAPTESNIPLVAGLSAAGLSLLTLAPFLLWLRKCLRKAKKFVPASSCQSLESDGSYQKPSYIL
#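 Read-out basis: % PE-positive cells; Test system: HUVEC primary endothelial cells; Technique: immunofluorescence imaging; Dosing: single-point compound dose.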
# Cneo AK release: Cryptococcus neoformans lysis via adenylate kinase release. C. neoformans lysis, adenylate kinase release luminescence, 4 h; normalised: neutral wells 0, clomiphene wells 100. lysis activity, % at 15 µM. actives 0.2% (n = 360,000);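 active = mean lysis activity across replicates of at least 80%, whatever share of replicates individually reach that level; inactive = mean lysis activity below 80%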
#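 Material – Cryptococcus neoformans yeast cells · Quantity – 5 × 10^6 yeast cells/mL · Buffer or medium – YPD medium · Compound – single dose · Timing – 4 h static compound exposure, 37 °C, read 1 h post-reagent · Signal – adenylate kinase release luminescence · Read-out basis – lysis from increased AK signal · Benchmarks – Clomiphene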
# Numbers without * were called inactive; . = no result given; [ ] = remark or other dose.
1	COc1ccc(NC(=O)N(C)C[C@H]2Oc3ncc(C#CCC(C)C)cc3C(=O)N([C@@H](C)CO)C[C@H]2C)cc1
2	C/C(=N\NC(N)=S)c1ccccc1
3	Cn1cc(C(=O)N2CCN(c3cccc(Cl)c3)CC2)c(=O)c2cc(S(=O)(=O)N3CCOCC3)ccc21
4	O=C(C1=C(O)C(=O)N(CCN2CCOCC2)C1c1ccc(F)cc1)c1cc2ccccc2o1 (configuration not stated)
5	O=C(Cn1nnc2ccccc21)c1ccccc1
screen / no.	1	2	3	4	5
PglD inh	-1	0	2	0	10
miR-122 sensor	-13[16.7 µM]	-1	-5	0	-4
ERAP1 HTS inh	0	20	-2	-1	3
RAD52 anneal inh	2	-1	-12	-16	-8
RAD54 branch	-5	1	1	-10	5
PGC1a acetyl inh	-4	6	9	3	8
E-sel inducer	-0.1	-0.1	-1.6	.	0.0
Cneo AK release	-3	-1	13	-2	2

6	O=C(COc1ccc(Cl)cc1)NNC(=O)CSc1nncs1
7	CC(=O)Nc1ccc(-c2ccnc3c2CC(C)(C(=O)NCCN(C)C)O3)cc1 (configuration not stated)
8	COc1ccccc1C(=O)N(C)CC(=O)Nc1ccc(N2CCOCC2)cc1
9	O=C(Nc1ccccc1)N1CCCC(c2nc(-c3ccc(F)cc3)no2)C1 (configuration not stated)
10	COc1ccc(-c2nc(S(=O)(=O)c3ccccc3)c(N3CCN(C)CC3)o2)cc1
screen / no.	6	7	8	9	10
PglD inh	-2	-12	4	-13	0
miR-122 sensor	-7	-9	8	19	5
ERAP1 HTS inh	2	-2	-1	.	2
RAD52 anneal inh	-14	-11	-2	.	-7
RAD54 branch	-5	-3	-8	-4	4
PGC1a acetyl inh	1	17	8	-7	-5
E-sel inducer	-0.2	0.1	1.0	.	0.1
Cneo AK release	0	-1	-1	0	0

# One compound at a time, as listed above. Order of screens: PglD inh | miR-122 sensor | ERAP1 HTS inh | RAD52 anneal inh | RAD54 branch | PGC1a acetyl inh | E-sel inducer | Cneo AK release
# COc1ccc(-c2nc(S(=O)(=O)c3ccccc3)c(N3CCN(C)CC3)o2)cc1 in the list: 0 | 5 | 2 | -7 | 4 | -5 | 0.1 | 0
# CC(=O)Nc1ccc(-c2ccnc3c2CC(C)(C(=O)NCCN(C)C)O3)cc1 (configuration not stated) in the list: -12 | -9 | -2 | -11 | -3 | 17 | 0.1 | -1
# O=C(COc1ccc(Cl)cc1)NNC(=O)CSc1nncs1 in the list: -2 | -7 | 2 | -14 | -5 | 1 | -0.2 | 0

# (listing goes on)
11	COc1ccc(/C=C(\NC(=O)c2ccc(C)cc2)C(=O)NCCCn2ccnc2)cc1
12	COC(=O)c1sc2ccccc2c1NC(=O)c1ccc(S(=O)(=O)N2CCCC(C)C2)cc1 (configuration not stated)
13	Fc1cccc2sc(Nc3nnc(-c4ccco4)o3)nc12
14	CC(C)C(NC(=O)CCN1C(=O)c2ccccc2C1=O)c1ccccc1 (configuration not stated)
15	Cc1ccc(C)c(N2CCN(C(=O)CCNC(=O)Cn3ccc4ccccc4c3=O)CC2)c1
screen / no.	11	12	13	14	15
PglD inh	4	5	0	-44	-6
miR-122 sensor	30	-5	1	8	-11
ERAP1 HTS inh	4	.	.	-2	.
RAD52 anneal inh	-9	.	.	-10	.
RAD54 branch	-1	0	5	0	-7
PGC1a acetyl inh	4	10	-1	.	6
E-sel inducer	0.1	.	-0.3	.	.
Cneo AK release	-3	4	0	-2	3

16	COc1cccc(NC(=O)c2oc3ccc(S(=O)(=O)N4CCOCC4)cc3c2C)c1
17	CCC(=O)N(C)C[C@@H]1Oc2ncc(/C=C/c3ccccc3)cc2C(=O)N([C@@H](C)CO)C[C@@H]1C
18	COc1ccc(CNC(=O)C[C@H]2C[C@H](C(=O)N3CCOCC3)[C@@]3(C)c4[nH]c5cc(-c6ccco6)ccc5c4CCN3C2=O)cc1OC
19	CCN(C(=O)c1ccc2c(=O)n3c(nc2c1)CCCCC3)c1ccc(F)cc1
20	CNC(=O)C[C@@H]1CC[C@H]2[C@@H](COc3ccc(NC(=O)Nc4ccccc4F)cc3C(=O)N2C)O1
screen / no.	16	17	18	19	20
PglD inh	.	-3	-2	-7	2
miR-122 sensor	.	1[16.7 µM]	-1	0	-2[16.7 µM]
ERAP1 HTS inh	3	0	0	-2	4
RAD52 anneal inh	-25	1	-42	-1	6
RAD54 branch	.	1	1	1	-14
PGC1a acetyl inh	3	10	.	-9	-1
E-sel inducer	1.6	0.4	0.0	-0.3	0.2
Cneo AK release	.	3	3	-1	4

21	CO[C@@]1(NC(=O)C2SC(=C(C(N)=O)C(=O)O)S2)C(=O)N2C(C(=O)O)=C(CSc3nnnn3C)CS[C@@H]21 (some centres not stated)
22	CCC(C)NC(=O)C1CCN(S(=O)(=O)c2cccnc2)CC1 (configuration not stated)
23	Cc1ccc(Cl)cc1-c1cc(C(=O)N2CCc3ccccc3C2)[nH]n1
24	CCCC(=O)Nc1nnc(S(=O)(=O)N(CC)c2ccccc2)s1
25	O=C(Cn1nc2ccccc2n1)N/N=C/c1cc([N+](=O)[O-])ccc1O
screen / no.	21	22	23	24	25
PglD inh	2	-3	-1	2	-7
miR-122 sensor	-3	-5	-8	.	-2
ERAP1 HTS inh	-1	.	-2	5	3
RAD52 anneal inh	-7	.	-5	1	-13
RAD54 branch	-13	4	13	-2	-7
PGC1a acetyl inh	4	-8	-4	.	-1
E-sel inducer	12	.	0.2	.	-0.7
Cneo AK release	-1	2	0	1	0

# Part of the list above, limited to PGC1a acetyl inh and RAD52 anneal inh:
no.	structure	PGC1a acetyl inh	RAD52 anneal inh
19	CCN(C(=O)c1ccc2c(=O)n3c(nc2c1)CCCCC3)c1ccc(F)cc1	-9	-1
2	C/C(=N\NC(N)=S)c1ccccc1	6	-1
8	COc1ccccc1C(=O)N(C)CC(=O)Nc1ccc(N2CCOCC2)cc1	8	-2
1	COc1ccc(NC(=O)N(C)C[C@H]2Oc3ncc(C#CCC(C)C)cc3C(=O)N([C@@H](C)CO)C[C@H]2C)cc1	-4	2
24	CCCC(=O)Nc1nnc(S(=O)(=O)N(CC)c2ccccc2)s1	.	1
17	CCC(=O)N(C)C[C@@H]1Oc2ncc(/C=C/c3ccccc3)cc2C(=O)N([C@@H](C)CO)C[C@@H]1C	10	1
21	CO[C@@]1(NC(=O)C2SC(=C(C(N)=O)C(=O)O)S2)C(=O)N2C(C(=O)O)=C(CSc3nnnn3C)CS[C@@H]21 (some centres not stated)	4	-7

# The list continues.
26	C=CCCN(C(C(=O)OC)C(C)C)S(=O)(=O)c1ccccc1Br (configuration not stated)
27	Cc1cc(C)cc(-n2c(SCC(=O)Nc3cccc(S(=O)(=O)NC4=NCCCCC4)c3)nc3ccccc3c2=O)c1
28	Cc1c(NS(=O)(=O)c2cccc(C(=O)N3CCCC3)c2)c(=O)n(-c2ccccc2)n1C
29	CC(C)(C)SCCSC1=CC(=O)CC(c2ccccc2)C1 (configuration not stated)
30	O=C1CCN(CCCc2ccccc2)CCN1[C@H](CO)c1ccccc1
screen / no.	26	27	28	29	30
PglD inh	1	7	2	7	2
miR-122 sensor	-1	-5	-2	0	.
ERAP1 HTS inh	0	9	-1	-1	-3
RAD52 anneal inh	-17	0	-5	-14	-3
RAD54 branch	-3	11	1	-5	-1
PGC1a acetyl inh	-22	-25	6	8	.
E-sel inducer	0.4	.	.	0.4	-0.1
Cneo AK release	-2	-1	-1	2	2

31	CCOc1ccc(Nc2ccc(N3C(=O)CCC3=O)cc2[N+](=O)[O-])cc1
32	C[C@@H]1CN([C@@H](C)CO)C(=O)c2cc(-c3cccc(F)c3)cnc2O[C@H]1CN(C)C(=O)C1CCOCC1
33	C[C@@H]1CN([C@@H](C)CO)C(=O)c2cc(NC(=O)CCCN(C)C)ccc2O[C@H]1CN(C)S(=O)(=O)c1ccccc1
34	CO[C@H]1CN(C)C(=O)c2ccc(NS(=O)(=O)c3ccc(Cl)cc3)cc2OC[C@@H](C)NC[C@@H]1C
35	CC1(C(=O)NS(=O)(=O)c2ccccc2C(F)(F)F)CCN1C(=O)CC1CCCCC1 (configuration not stated)
screen / no.	31	32	33	34	35
PglD inh	6	-10	10	4	0
miR-122 sensor	-11	-1[16.7 µM]	7[16.7 µM]	0[16.7 µM]	0
ERAP1 HTS inh	2	-3	3	0	3
RAD52 anneal inh	0	-1	-2	3	-7
RAD54 branch	5	-6	-2	5	-5
PGC1a acetyl inh	-15	0	9	-3	1
E-sel inducer	1.8	-0.1	-0.1	0.1	0.0
Cneo AK release	0	-2	55	-4	1

36	Cc1ccc(S(=O)(=O)Nc2cccc3c2O[C@@H](CN(C)C(=O)Nc2ccc(C(F)(F)F)cc2)[C@H](C)CN([C@@H](C)CO)C3=O)cc1
37	COc1cc(OC)c(N(C)S(=O)(=O)c2cccc(C(=O)NCc3cccs3)c2)cc1Cl
38	COc1cc([N+](=O)[O-])cc(/C=N/NC(=O)c2cc(-c3ccccc3)nc3ccccc23)c1O
39	CCn1cc(/C=C(\NC(=O)c2ccccc2OC)C(=O)NCCCN2CCOCC2)c2ccccc21
40	CCOc1ccc2nc(SCC(=O)Nc3ccc4c(c3)OCCO4)[nH]c2c1
screen / no.	36	37	38	39	40
PglD inh	1	6	-3	.	-5
miR-122 sensor	36[16.7 µM]	21	33	-7	-3
ERAP1 HTS inh	-5	-5	-1	0	.
RAD52 anneal inh	16	-10	-1	-5	.
RAD54 branch	-3	1	-11	.	-3
PGC1a acetyl inh	-16	-8	4	-5	-7
E-sel inducer	0.0	0.0	6.9	0.0	.
Cneo AK release	-1	0	0	.	-2

41	O=C(NC1CCCCC1)c1ccc2ccccc2c1O
42	COc1ccc(CNC(=O)C(=O)NCCC2CCCCN2S(=O)(=O)c2cccs2)cc1 (configuration not stated)
43	CCSc1nnc(NC(=O)c2cc(C)oc2C)s1
44	Cc1noc(C)c1S(=O)(=O)N(C)C[C@H]1Oc2ccc(NC(=O)C3CCCCC3)cc2CC(=O)N([C@@H](C)CO)C[C@@H]1C
45	CC(C(=O)NC1CCS(=O)(=O)C1)N1C(=O)/C(=C/c2ccc(Cl)cc2)SC1=S (configuration not stated)
screen / no.	41	42	43	44	45
PglD inh	8	2	4	2	-1
miR-122 sensor	3	.	3	-7[16.7 µM]	0
ERAP1 HTS inh	0	2	.	0	-1
RAD52 anneal inh	-22	-15	.	-14	-18
RAD54 branch	-18	-10	-6	5	-4
PGC1a acetyl inh	8	-12	-17	1	-1
E-sel inducer	-0.5	.	.	-0.3	.
Cneo AK release	-1	4	2	-2	-1

46	O=C(Cn1cc2c(n1)CCCC2)Nc1ccccc1Cl
47	C=CCn1c(Cc2cccs2)nnc1SCC(=O)Nc1ccc(C(=O)OCC)cc1
48	COc1cccc(C2C(C#N)=C(N)Oc3cc(C)[nH]c(=O)c32)c1OC (configuration not stated)
49	COCC(=O)N1CCC2(CC1)CN(C(=O)Nc1ccccc1F)[C@@H](CO)c1[nH]c3cc(OC)ccc3c12
50	COc1cc(OC)c(CN2CCc3c([nH]c4ccccc34)C2)cc1Br
screen / no.	46	47	48	49	50
PglD inh	3	-5	-4	.	3
miR-122 sensor	2	-5	-12	.	0
ERAP1 HTS inh	-2	.	.	-1	0
RAD52 anneal inh	1	.	.	-7	2
RAD54 branch	1	-5	-14	.	4
PGC1a acetyl inh	.	-6	1	9	-6
E-sel inducer	0.0	.	.	0.3	.
Cneo AK release	-1	0	-1	.	3
